EBI2 block = EBI2 receptor antagonists, beta-arrestin recruitment, primary screen, cell-based, luminescence, 7a,25-OHC stimulation, uHTS. G-protein coupled receptor 183 (Homo sapiens), P32249. 7a,25-OHC stimulated. inhibition, % at 5 µM. 360,000 compounds, 0.81% hits. AID 651636, 2012; in the data active means inhibition above about 38%;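 further: enzyme fragment complementation signal reports receptor beta-arrestin coupling in cells; 0% = agonist plus DMSO wells and 100% = wells without agonist; some results beyond the cut were filed as inactive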
Target sequence (P32249 whole entry, looked up, the tested form may be a part): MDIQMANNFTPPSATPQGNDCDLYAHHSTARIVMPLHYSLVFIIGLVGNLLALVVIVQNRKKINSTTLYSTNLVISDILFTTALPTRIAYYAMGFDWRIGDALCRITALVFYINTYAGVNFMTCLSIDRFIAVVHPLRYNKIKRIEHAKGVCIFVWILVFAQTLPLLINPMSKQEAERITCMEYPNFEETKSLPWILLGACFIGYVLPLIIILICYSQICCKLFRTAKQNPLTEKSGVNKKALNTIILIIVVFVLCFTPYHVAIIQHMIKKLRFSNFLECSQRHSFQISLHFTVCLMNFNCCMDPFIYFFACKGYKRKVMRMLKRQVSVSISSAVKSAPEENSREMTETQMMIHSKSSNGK
CCR6 antagonist = CCR6 receptor antagonists, primary screen, cell-based, CHO-K1, luminescence, beta-arrestin, uHTS | inhibition, % at 20 µM | AID 493098, 2011 | 340,000 compounds, 0.49% hits | CHO-K1 CCR6 PathHunter beta-arrestin, CCL20-stimulated;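 active means compounds whose inhibition of the agonist-driven luminescence signal at 20 µM reaches about 50%, limit read from the data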;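 further: cells stimulated with CCL20 at 14 nM final; plate controls were DMSO with CCL20 for no effect and DMSO without agonist for full effect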
Target sequence (P51684 whole entry, looked up): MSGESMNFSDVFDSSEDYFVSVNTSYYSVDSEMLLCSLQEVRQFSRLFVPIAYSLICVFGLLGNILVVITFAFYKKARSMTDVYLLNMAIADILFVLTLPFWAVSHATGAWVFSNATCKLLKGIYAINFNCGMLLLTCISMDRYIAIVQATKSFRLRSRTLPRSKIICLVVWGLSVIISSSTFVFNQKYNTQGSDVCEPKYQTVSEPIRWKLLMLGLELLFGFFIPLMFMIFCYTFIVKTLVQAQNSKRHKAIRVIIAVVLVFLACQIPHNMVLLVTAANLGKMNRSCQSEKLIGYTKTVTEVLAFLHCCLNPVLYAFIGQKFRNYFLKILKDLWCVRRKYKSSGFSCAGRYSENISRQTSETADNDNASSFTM
Gli-Sufu block = Gli-Sufu pathway antagonists, primary screen, luciferase luminescence, Sufu-KO-LIGHT cells, uHTS. AID 588413, 2011. 340,000 compounds, 0.74% hits. Sufu-KO-LIGHT fibroblasts, Gli luciferase reporter luminescence. inhibition, % at 5 µM;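 active means inhibition above about 55%, limit read from the data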;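 further: 0% = DMSO-treated cells and 100% = wells with medium but no cells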
CXCR6 inh = CXCR6 receptor inhibitors, primary screen, cell-based, beta-arrestin, luminescence, CHO-K1 PathHunter, 1536-well; C-X-C chemokine receptor type 6 (Homo sapiens), O00574; inhibition, % at 20 µM; 360,000 compounds, 0.36% hits; AID 602244, 2012; in the data active means inhibition above about 34%, passing the limit was not always enough;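 further: antagonist mode with CXCL16 agonist at 10 nM final; 0% = 10 nM CXCL16 with DMSO and 100% = unstimulated wells without agonist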
Target sequence (O00574 whole entry, looked up): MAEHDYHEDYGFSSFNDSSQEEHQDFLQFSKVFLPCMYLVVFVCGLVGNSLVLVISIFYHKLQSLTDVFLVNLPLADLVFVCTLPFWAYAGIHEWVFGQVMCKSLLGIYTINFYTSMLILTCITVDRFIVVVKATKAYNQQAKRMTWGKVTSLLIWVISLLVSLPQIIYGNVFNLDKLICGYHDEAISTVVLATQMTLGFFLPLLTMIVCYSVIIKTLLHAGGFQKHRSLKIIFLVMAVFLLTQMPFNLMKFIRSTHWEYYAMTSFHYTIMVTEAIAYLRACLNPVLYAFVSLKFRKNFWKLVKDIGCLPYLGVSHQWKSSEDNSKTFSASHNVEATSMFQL
697 NFkB inh = inhibitors of PMA/ionomycin-induced NF-kB reporter, 697 cells, primary screen, B-cell NF-kB inhibitor project, cell-based, luminescence, uHTS; 697 B-cell NF-kB luciferase reporter, 16 h; inhibition, % at 4 µM; 330,000 compounds, 0.33% hits; in the data active means inhibition above about 35%
APJ antagonist = antagonists of human apelin receptor APJ, primary screen, CHO-K1 cells, beta-arrestin complementation, luminescence | P35414 | inhibition, % at 20 µM | 330,000 compounds, 0.32% hits | AID 2521, 2010;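 active means inhibition above about 40% at 20 µM, limit read from the data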;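 further: cells challenged with 10 nM apelin-13 agonist together with compound; plate controls were apelin-13 plus DMSO wells for no effect and DMSO wells lacking apelin-13 for full effect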
UBC13 inh = UBC13 polyubiquitin chain formation inhibitors, primary screen, biochemical, TR-FRET, uHTS; Ubiquitin-conjugating enzyme E2 N (Homo sapiens), P61088; inhibition, % at 20 µM; 330,000 compounds, 0.47% hits; in the data active means inhibition above about 45%, passing the limit was not always enough
Jurkat NFkB inh = inhibitors of induced NF-kB luciferase reporter, primary screen, TCR NF-kB activation inhibitor project, cell-based, luminescence, uHTS. Jurkat, PMA/ionomycin-induced NF-kB luciferase reporter. AID 435003, 2010. inhibition, % at 4 µM. 330,000 compounds, 0.53% hits; in the data active means inhibition above about 50%
Starred values were filed as active, the others as inactive; . = not tested or not shown.

1: COc1cc(OC)cc(C(=O)Nn2cc(C(=O)N3CCN(C)CC3)c3ccccc3c2=O)c1
2: COc1cccc(C2Nc3ccccc3C(=O)N2c2ccc(F)cc2)c1O (stereo unspecified)
3: O=C(CCNC(=O)c1ccc(Br)cc1)NCc1ccncc1
4: CC1C(=O)N(Cc2ccc([N+](=O)[O-])cc2)c2ccccc2N1C(=O)c1c(F)cccc1F (stereo unspecified)
5: Cc1c(C)c2c(OCC(=O)Nc3ccc(CCO)cc3)cc3c(c2oc1=O)CCC(C)(C)O3
6: COc1ccc(C(=O)N2CCN(c3ccccc3)CC2)cc1S(=O)(=O)NC1CC1

Screen / compound no.	1	2	3	4	5	6
APJ antagonist	2	10	2	21	-37	4
Gli-Sufu block	2	-51	-6	11	1	-3
EBI2 block	0	-7	-2	19	13	0
UBC13 inh	9	13	2	8	39	3
697 NFkB inh	12	-55	2	12	11	-14
Jurkat NFkB inh	-4	-58	6	25	1	6
CXCR6 inh	-8	7	-5	7	8	-10
CCR6 antagonist	-7	5	8	21	0	9

7: CCOC(=O)c1c(NC(=O)CN2CCN(C)CC2)sc(C(=O)Nc2ccccc2)c1C
8: CCOC(=O)c1nn(-c2ccccc2Cl)c(=O)cc1OCC(=O)Nc1cccc(OC)c1
9: O=C(Nc1ccc2nc(N3CCOCC3)sc2c1)c1ccc(F)cc1
10: COc1ccccc1C(=O)COC(=O)C1CCN(S(=O)(=O)c2ccc(C)c(C)c2)CC1
11: COc1ccc(S(=O)(=O)N2CCN=C2SCc2cccnc2)cc1
12: Clc1ccc(Cl)c(OCCCCN2CCNCC2)c1

Screen / compound no.	7	8	9	10	11	12
APJ antagonist	10	3	7	10	-7	9
Gli-Sufu block	13	-17	-6	-6	-20	17
EBI2 block	1	2	-4	22	1	6
UBC13 inh	23	2	-8	5	-5	5
697 NFkB inh	-33	-6	-6	11	0	-54
Jurkat NFkB inh	-40	8	-20	8	23	-37
CXCR6 inh	10	3	4	-6	-6	2
CCR6 antagonist	-2	1	4	13	6	22

Of the compounds above, 2 have a Cl atom.
8: CCOC(=O)c1nn(-c2ccccc2Cl)c(=O)cc1OCC(=O)Nc1cccc(OC)c1
12: Clc1ccc(Cl)c(OCCCCN2CCNCC2)c1

Screen / compound no.	8	12
APJ antagonist	3	9
Gli-Sufu block	-17	17
EBI2 block	2	6
UBC13 inh	2	5
697 NFkB inh	-6	-54
Jurkat NFkB inh	8	-37
CXCR6 inh	3	2
CCR6 antagonist	1	22

(more compounds)
13: Cc1ccccc1OS(=O)(=O)c1cn(C)c(=O)n(C)c1=O
14: Cn1cccc1C(=O)NNC(=O)COc1ccc(Br)cc1
15: O=C(NCCCN1CCCC1=O)c1cn(-c2ccccc2)nc1-c1ccccc1
16: C=CCN=Cc1c(C)[nH]n(-c2ccccc2)c1=O
17: C=CCOc1ccc(C=Nc2cccc(Cl)c2)c(O)c1
18: CCOc1ccc(OCCCCNCCN)cc1

Screen / compound no.	13	14	15	16	17	18
APJ antagonist	14	17	1	5	6	-7
Gli-Sufu block	32	-13	8	-33	-3	.
EBI2 block	-10	11	-9	0	-9	.
UBC13 inh	1	5	1	8	7	-4
697 NFkB inh	1	13	-27	-23	17	-15
Jurkat NFkB inh	8	8	-9	-22	9	-6
CXCR6 inh	2	-4	2	5	-2	.
CCR6 antagonist	11	5	12	4	3	.

19: CCOc1ccc(NC(=O)COc2ccc(C(=O)NCC3CCCO3)cc2OC)cc1 (stereo unspecified)
20: CC(NC(=O)C(=O)N/N=C\c1ccc([N+](=O)[O-])cc1)c1ccccc1 (stereo unspecified)
21: Cc1ccc([C@@H]2CC=C(C(=O)O)[C@H](c3ccc(Cl)cc3)N2S(=O)(=O)c2ccccc2C)cc1
22: CC(C)(CC(=O)O)CC(=O)O
23: O=c1c2[nH]cnc2n(-c2ccccc2)c(=O)n1Cc1ccccc1
24: COC(=O)C(C)n1nc(C)n(-c2ccc(C)cc2)c1=O (stereo unspecified)

Screen / compound no.	19	20	21	22	23	24
APJ antagonist	20	-32	5	0	14	-1
Gli-Sufu block	-6	-2	-11	0	3	-1
EBI2 block	-15	-1	4	-4	-6	-16
UBC13 inh	-4	9	-28	0	5	-3
697 NFkB inh	5	16	12	25	6	-4
Jurkat NFkB inh	17	8	5	6	15	0
CXCR6 inh	-1	-4	2	3	12	-1
CCR6 antagonist	7	-39	-1	-4	16	-9

25: COC(=O)/C(=C/c1cccc([N+](=O)[O-])c1)NC(=O)c1ccc(OC)cc1
26: CC(=O)c1cc(C#N)c(SCC(=O)OC(C)(C)C)nc1C
27: COc1ccc(C(CNC(=O)CCNC(=O)c2ccccc2Cl)N2CCCC2)cc1 (stereo unspecified)
28: O=C(c1cccc(C(F)(F)F)c1)N1CCOc2ccccc21
29: O=C(CCCN1C(=O)c2cccc3cccc(c23)C1=O)N1CCN(c2ccccn2)CC1
30: COc1ccc(S(=O)(=O)N2CCN(c3ncccn3)CC2)cc1

Screen / compound no.	25	26	27	28	29	30
APJ antagonist	1	9	9	10	10	2
Gli-Sufu block	-17	-12	3	.	14	3
EBI2 block	-2	1	-5	19	-6	-9
UBC13 inh	7	-2	7	-5	-3	4
697 NFkB inh	-56	-21	18	-5	5	12
Jurkat NFkB inh	-60	-44	-1	3	-4	0
CXCR6 inh	-1	-1	0	7	5	2
CCR6 antagonist	15	17	2	16	4	7

31: C/C(=N\NC(=O)c1ccc(Br)cc1)c1cccnc1
32: COc1ccc(Cl)cc1C(=O)NCC(=O)OCc1ccccc1
33: O=C(Nc1nnc(-c2ccccc2)s1)c1cccc(S(=O)(=O)N2CCOCC2)c1
34: Nc1cc(=O)[nH]c(SCC(=O)Nc2cccc(Cl)c2)n1
35: CCOC(=O)CSc1nc(C(C)C)nc2ccccc12
36: COc1cc(C(=O)OCC(=O)NCCC2=CCCCC2)cc(OC)c1OC

Screen / compound no.	31	32	33	34	35	36
APJ antagonist	2	-15	22	-2	11	20
Gli-Sufu block	-39	-1	-22	5	3	-6
EBI2 block	6	12	5	7	2	-1
UBC13 inh	1	5	7	1	8	-1
697 NFkB inh	2	-8	2	6	-1	12
Jurkat NFkB inh	-9	10	1	5	14	-2
CXCR6 inh	-4	-6	6	0	2	5
CCR6 antagonist	-3	2	-11	4	10	5

37: CCOC(=O)C(NCc1ccccc1)(NC(=O)c1ccccc1)C(F)(F)F (stereo unspecified)
38: CCOc1cccc(OCCOCCn2cnc3ccccc3c2=O)c1
39: CN(C(=O)CSc1n[nH]c(N)n1)C1CCCCC1
40: Cc1ccc(NC(=O)CSc2nc(O)c(Cc3ccccc3)c(=O)n2-c2ccccc2)cc1
41: O=C1CCN(Cc2ccccc2)C=C1c1ccc(Cl)cc1
42: Fc1ccc(-c2ccc(CNCc3ccccn3)o2)cc1

Screen / compound no.	37	38	39	40	41	42
APJ antagonist	22	-10	-1	4	0	-7
Gli-Sufu block	-6	-5	-2	-5	-28	-34
EBI2 block	0	7	-4	-7	66*	-11
UBC13 inh	0	5	-3	3	13	-5
697 NFkB inh	-6	-13	8	-17	5	-38
Jurkat NFkB inh	28	-5	-5	7	4	-39
CXCR6 inh	-1	-6	-9	4	5	-12
CCR6 antagonist	9	11	7	8	11	5

43: Cn1c(=O)n(C)c2cc(C(=O)Nc3ccc4c(c3)OCO4)ccc21
44: Cc1ccc(C)c(-n2c(SCC(=O)NCC3CCCO3)nnc2-c2ccoc2C)c1 (stereo unspecified)
45: COCCC(=O)NC1CCCc2c1cnn2-c1cccc(C)c1C (stereo unspecified)
46: Cc1cc(C)c2nc(N3CCC(C(=O)N4CCN(C(=O)c5ccco5)CC4)CC3)sc2c1
47: COc1cccc(NC(=O)C2CCN(S(=O)(=O)c3ccc4c(c3)NC(=O)CO4)CC2)c1
48: COc1ccc(NC(=O)CSCC(=O)Nc2cccc(S(=O)(=O)N3CCCCCC3)c2)cc1

Screen / compound no.	43	44	45	46	47	48
APJ antagonist	6	9	24	26	3	-1
Gli-Sufu block	0	15	29	4	-3	4
EBI2 block	-5	-2	-9	7	0	15
UBC13 inh	8	-7	9	-11	3	-6
697 NFkB inh	38*	-18	-6	-71	5	-24
Jurkat NFkB inh	15	-10	5	-9	21	-1
CXCR6 inh	-7	-4	-6	2	-14	-5
CCR6 antagonist	-6	1	11	-14	-11	15

An excerpt of these results, with tabs:
no.	mol	APJ antagonist	Gli-Sufu block	EBI2 block	UBC13 inh	697 NFkB inh	Jurkat NFkB inh	CXCR6 inh	CCR6 antagonist
32	COc1ccc(Cl)cc1C(=O)NCC(=O)OCc1ccccc1	-15	-1	12	5	-8	10	-6	2
33	O=C(Nc1nnc(-c2ccccc2)s1)c1cccc(S(=O)(=O)N2CCOCC2)c1	22	-22	5	7	2	1	6	-11
34	Nc1cc(=O)[nH]c(SCC(=O)Nc2cccc(Cl)c2)n1	-2	5	7	1	6	5	0	4
35	CCOC(=O)CSc1nc(C(C)C)nc2ccccc12	11	3	2	8	-1	14	2	10
36	COc1cc(C(=O)OCC(=O)NCCC2=CCCCC2)cc(OC)c1OC	20	-6	-1	-1	12	-2	5	5
37	CCOC(=O)C(NCc1ccccc1)(NC(=O)c1ccccc1)C(F)(F)F (stereo unspecified)	22	-6	0	0	-6	28	-1	9
38	CCOc1cccc(OCCOCCn2cnc3ccccc3c2=O)c1	-10	-5	7	5	-13	-5	-6	11
39	CN(C(=O)CSc1n[nH]c(N)n1)C1CCCCC1	-1	-2	-4	-3	8	-5	-9	7
40	Cc1ccc(NC(=O)CSc2nc(O)c(Cc3ccccc3)c(=O)n2-c2ccccc2)cc1	4	-5	-7	3	-17	7	4	8
41	O=C1CCN(Cc2ccccc2)C=C1c1ccc(Cl)cc1	0	-28	66*	13	5	4	5	11
42	Fc1ccc(-c2ccc(CNCc3ccccn3)o2)cc1	-7	-34	-11	-5	-38	-39	-12	5
43	Cn1c(=O)n(C)c2cc(C(=O)Nc3ccc4c(c3)OCO4)ccc21	6	0	-5	8	38*	15	-7	-6
44	Cc1ccc(C)c(-n2c(SCC(=O)NCC3CCCO3)nnc2-c2ccoc2C)c1 (stereo unspecified)	9	15	-2	-7	-18	-10	-4	1
45	COCCC(=O)NC1CCCc2c1cnn2-c1cccc(C)c1C (stereo unspecified)	24	29	-9	9	-6	5	-6	11

(continued)
49: CCC1CCCCN1C(=O)CCc1nnc(Cc2cc(OC)ccc2OC)o1 (stereo unspecified)
50: N#CCCn1nc2c(c1N)CCC2
51: COc1ccccc1-c1c(NC(=O)c2ccco2)n(C)c2ccccc2c1=O
52: CSc1nc(Oc2ccc(F)cc2F)cc(C(F)(F)F)n1
53: Cc1ccccc1N1CCN(CCC(=O)Nc2ccc(F)cc2)CC1
54: CC(C)N(Cc1ccccc1)C(=O)CN1C(=O)NC(Cc2ccccc2)(c2ccccc2)C1=O (stereo unspecified)
55: CCOC(=O)CNC(=O)N1CCc2ccc(NC(=O)c3ccccc3Cl)cc2C1
56: CCCCN(C(=O)NCCCCCCNC(=O)N(CCCC)C1CCS(=O)(=O)C1)C1CCS(=O)(=O)C1 (stereo unspecified)

Screen / compound no.	49	50	51	52	53	54	55	56
APJ antagonist	3	.	14	-13	17	7	-19	-4
Gli-Sufu block	5	-8	2	5	25	6	35	-12
EBI2 block	6	3	.	7	5	2	-6	0
UBC13 inh	6	.	-5	1	2	-7	-2	9
697 NFkB inh	-40	.	14	3	14	-7	-4	17
Jurkat NFkB inh	-21	.	10	7	11	21	-2	16
CXCR6 inh	-2	-1	.	-10	3	0	-1	-2
CCR6 antagonist	6	-6	-7	21	-1	8	-6	13

From PubChem BioAssay
